From PubChem BioAssay
NFkB binder: binders of NF-kB p50 subunit, primary screen, biochemical, small molecule microarray, anti-His fluorescence; anti-His fluorescence binding; Nuclear factor NF-kappa-B p105 subunit (Homo sapiens), P19838; calls only; AID 624139, 2012; 17,000 compounds, 1.3% hits;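 active = spot fluorescence over background significantly raised, with a chance value under 7% in all four replicate spots of the compound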;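 also: probe protein is his-tagged human p50 processed subunit at 1 µg/ml; raw spot fluorescence signals with no normalization applied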
Target sequence (P19838 1-433 limits assumed): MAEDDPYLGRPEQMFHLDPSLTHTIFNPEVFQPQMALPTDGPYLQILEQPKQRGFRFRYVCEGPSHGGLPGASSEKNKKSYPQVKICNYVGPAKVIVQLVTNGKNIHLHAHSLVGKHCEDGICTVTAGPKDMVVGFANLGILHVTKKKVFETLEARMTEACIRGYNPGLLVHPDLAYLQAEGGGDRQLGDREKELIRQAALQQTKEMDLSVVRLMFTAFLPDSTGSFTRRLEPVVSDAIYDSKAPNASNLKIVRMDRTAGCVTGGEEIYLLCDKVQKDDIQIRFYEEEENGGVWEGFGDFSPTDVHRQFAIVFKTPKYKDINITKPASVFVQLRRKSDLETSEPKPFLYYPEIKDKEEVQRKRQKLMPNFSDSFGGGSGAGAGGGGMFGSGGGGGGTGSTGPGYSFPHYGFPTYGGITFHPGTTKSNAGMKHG
Calls only; i = inactive.

canonical_smiles | NFkB binder
COC(=O)C1=CO[C@@H](O[C@@H]2O[C@H](CO)[C@@H](O)[C@H](O)[C@H]2O)[C@@H]2[C@@H](CO)C=C[C@H]12 | i
CC(=O)N[C@H]1[C@H](O[C@@H]2[C@@H](O)[C@H](C)O[C@@H](Oc3ccc4c(=O)c(-c5ccc(O)cc5)coc4c3)[C@@H]2O)O[C@H](CO)[C@@H](O[C@@H]2O[C@@H](C)[C@H](O)[C@@H](O)[C@H]2O)[C@@H]1O | i
C[C@@H]1CN([C@@H](C)CO)C(=O)Cc2cc(N(C)C)ccc2O[C@@H]1CN(C)Cc1ccc(C(F)(F)F)cc1 | i
NC(=O)C1=C[C@@H](c2csc3ccccc23)C[C@@H](OCCCCO)O1 | i
Cc1noc(C)c1NC(=O)N(C)C[C@H]1Oc2c(NC(=O)Nc3ccc(C(F)(F)F)cc3)cccc2C(=O)N([C@@H](C)CO)C[C@H]1C | i
Cc1ccc(S(=O)(=O)Nc2ccc3c(c2)C(=O)N([C@@H](C)CO)C[C@H](C)[C@@H](CN(C)S(=O)(=O)c2cccs2)OCCCC[C@@H](C)O3)cc1 | i
C=C(CC/C=C(\C)C(=O)O)C1(O)CC=C(C)CC1 (centres undefined) | i
C=CC1(C)C[C@H](OC(=O)C(C)CO)[C@H]2C(=C)C(=O)O[C@@H]2C1C(=C)CO (some centres undefined) | i
C[C@H]1CN([C@@H](C)CO)C(=O)c2cc(NC(=O)CCCN(C)C)ccc2O[C@@H]1CN(C)C | i
CN(CC(=O)O)S(=O)(=O)c1ccc(F)c2ccccc12 | i
COCC1OC(OC(C)(C)C2CCC3(C)C(O2)C(O)CC2(C)/C(=C4\CCC(O)C(C)(CCC(O)C(C)(C)O)C4)CCC23)C(NC(C)=O)C(O)C1O (centres undefined) | i
C[C@@H]1CN([C@H](C)CO)C(=O)c2cccc(NS(=O)(=O)c3ccc(Cl)cc3)c2O[C@H]1CN(C)Cc1ccc(C(=O)O)cc1 | i
CC(C)NC(=O)Nc1ccc2c(c1)CC(=O)N([C@H](C)CO)C[C@H](C)[C@H](CN(C)Cc1ccc(-c3ccccc3)cc1)O2 | i
C[C@H]1CCCCO[C@H](CN(C)C(=O)CCCN(C)C)[C@@H](C)CN([C@@H](C)CO)C(=O)c2cc(NC(=O)c3ccncc3)ccc2O1 | i
C[C@H](CO)N1C[C@H](C)[C@@H](CN(C)S(=O)(=O)c2ccc(Cl)cc2)Oc2c(NC(=O)Nc3ccc(F)cc3)cccc2C1=O | i
C[C@@H]1CC[C@]2(C(=O)O)CC[C@]3(C(=O)O)C(=CCC4[C@@]5(C)CC[C@H](O[C@@H]6O[C@H](C)[C@H](O)[C@H](O)[C@H]6O)C(C)(C)C5CC[C@]43C)C2[C@H]1C (some centres undefined) | i
C[C@@H]1CN([C@H](C)CO)C(=O)c2cccc(N(C)C)c2O[C@H]1CN(C)Cc1ccc(C(=O)O)cc1 | i
COc1ccc(-n2c(SCC(=O)N(c3ccccc3)c3ccccc3)nc3ccccc3c2=O)cc1 | i
C[C@@H]1CN([C@H](C)CO)C(=O)Cc2cc(NS(=O)(=O)c3ccccc3)ccc2O[C@@H]1CN(C)S(=O)(=O)c1ccc(F)cc1 | i
C[C@@H]1CN([C@@H](C)CO)C(=O)c2cc(NS(C)(=O)=O)ccc2O[C@@H]1CN(C)C(=O)Nc1ccc(F)cc1 | i
O=C(NCCCN1CCOCC1)Nc1ccc(Cl)cc1 | i
C[C@H](CO)N1C[C@H](C)[C@H](CN(C)C(=O)Nc2ccccc2)Oc2ccc(NC(=O)CCN3CCOCC3)cc2CC1=O | i
C[C@@H]1CN([C@@H](C)CO)C(=O)c2cc(NC(=O)C3CC3)ccc2O[C@@H]1CN(C)C(=O)Nc1ccccc1 | i
C[C@@H]1CCCCO[C@@H](CN(C)Cc2ccccc2)[C@H](C)CN([C@H](C)CO)C(=O)c2cc(N(C)C)ccc2O1 | i
COc1cccc(NC(=O)c2cc([N+](=O)[O-])ccc2NCc2cccnc2)c1 | i
C[C@@H]1CCCCO[C@H](CN(C)Cc2ccccc2)[C@H](C)CN([C@@H](C)CO)C(=O)c2cc(NS(C)(=O)=O)ccc2O1 | i
C[C@@H]1CCCCO[C@H](CN(C)C)[C@H](C)CN([C@H](C)CO)C(=O)c2cc(NC(=O)Cc3ccccc3)ccc2O1 | i
COc1ccc(CN2CCC(C)=CC2C)cc1 (centres undefined) | i
C[C@@H]1CN([C@@H](C)CO)C(=O)c2cc(NC(=O)C3CCCCC3)ccc2O[C@@H]1CN(C)C | i
CCn1c(SCC(=O)Nc2ccc3c(c2)OCCO3)nc2sc(C)c(C)c2c1=O | i
Cc1noc(C)c1NC(=O)Nc1ccc2c(c1)C(=O)N([C@@H](C)CO)C[C@H](C)[C@H](CN(C)C)OCCCC[C@H](C)O2 | i
C[C@@H]1CN([C@@H](C)CO)C(=O)c2cc(NC(=O)Nc3ccc4c(c3)OCO4)ccc2O[C@@H](C)CCCCO[C@@H]1CN(C)C(=O)c1ccccc1 | i
C=CCOC(=O)C1=C[C@H](c2ccc(Br)cc2)[C@@H](CCCO)[C@H](OCC)O1 | i
CCN(CC)CC(=O)Nc1sc2c(c1C(=O)Nc1ccccc1)CCC2 | i
CC(C)(C)c1ccc(S(=O)(=O)/C=C/C#N)cc1 | i
COc1ccc(OC(C)c2nc(-c3ccccn3)no2)cc1 (centres undefined) | i
CC1OC(OC(=O)C2=CC3CC(C)(C)CC34C(C)OC(=O)CC24)C(O)C(O)C1O (centres undefined) | i
C[C@H](CO)N1C[C@H](C)[C@@H](CN(C)S(=O)(=O)c2ccccc2)Oc2ccc(NC(=O)CCC(F)(F)F)cc2CC1=O | i
Cc1nn(Cc2cccc(Oc3ccccc3)c2)c(C)c1NC(=O)NC12CC3CC(CC(C3)C1)C2 | i
C=CCNC(=O)[C@@H]1[C@H]2C(=O)O[C@H](c3ccccc3)[C@H](c3ccccc3)N2[C@H](c2ccc(OCCO)cc2)[C@@]12C(=O)Nc1ccc(C#CCC(C(=O)OC)C(=O)OC)cc12 | i
COC(=O)c1ccccc1NC(=O)C1CC(c2ccccc2O)=NO1 (centres undefined) | i
C/C=C1/[C@H](O[C@@H]2O[C@H](CO)[C@@H](O)[C@H](O)[C@H]2O)OC=C(C(=O)OC)[C@H]1CC(=O)OCCc1ccc(OC(=O)C[C@@H]2C(C(=O)OC)=CO[C@@H](O[C@@H]3O[C@H](CO)[C@@H](O)[C@H](O)[C@H]3O)/C2=C/C)cc1 | i
Cc1cc(C(=O)O)ccc1NC(=O)C1CC=CCC1C(=O)O (centres undefined) | i
COC(=O)[C@@]1(Cc2ccccc2N=[N+]=[N-])N=C(c2ccc(OCCCO)cc2)O[C@H]1c1ccccc1CN=[N+]=[N-] | i
CSC(=O)OCC1=C[C@@H]2OC(=O)C3=CO[C@@H](O[C@@H]4O[C@H](CO)[C@@H](O)[C@H](O)[C@H]4O)[C@H]1[C@@H]32 | i
Cc1noc(C)c1NC(=O)N(C)C[C@H]1Oc2ccc(NS(=O)(=O)c3cccs3)cc2CC(=O)N([C@@H](C)CO)C[C@H]1C | i
COc1ccc(CN(C)C[C@H]2Oc3ccc(NC(=O)Nc4ccc5c(c4)OCO5)cc3CC(=O)N([C@@H](C)CO)C[C@H]2C)cc1 | i
C[C@@H]1CCCCO[C@H](CN(C)C(=O)c2ccccc2)[C@H](C)CN([C@@H](C)CO)C(=O)c2cc(NS(=O)(=O)c3ccccc3)ccc2O1 | i

3 structures from above, sorted by formula weight, lowest first:
canonical_smiles | NFkB binder
Cc1cc(C(=O)O)ccc1NC(=O)C1CC=CCC1C(=O)O (centres undefined) | i
C[C@@H]1CCCCO[C@@H](CN(C)Cc2ccccc2)[C@H](C)CN([C@H](C)CO)C(=O)c2cc(N(C)C)ccc2O1 | i
C=CCNC(=O)[C@@H]1[C@H]2C(=O)O[C@H](c3ccccc3)[C@H](c3ccccc3)N2[C@H](c2ccc(OCCO)cc2)[C@@]12C(=O)Nc1ccc(C#CCC(C(=O)OC)C(=O)OC)cc12 | i

(next part)
canonical_smiles | NFkB binder
COc1ccc(S(=O)(=O)Nc2cccc3c2O[C@H](CN(C)Cc2ccc4c(c2)OCO4)[C@H](C)CN([C@@H](C)CO)C3=O)cc1 | i
Cc1ccc2nc(N3CCNCC3)c(-n3nc(C)cc3C)nc2c1 | i
C[C@H](CO)N1C[C@H](C)[C@@H](CN(C)Cc2ccc(Cl)c(Cl)c2)Oc2c(NC(=O)C3CC3)cccc2C1=O | i
CCO[C@H]1OC(C(=O)N2CCOCC2)=C[C@@H](C)[C@@H]1CCCO | i
C[C@@H]1CN([C@@H](C)CO)C(=O)c2cccc(NS(=O)(=O)c3ccc(Cl)cc3)c2O[C@H]1CN(C)S(=O)(=O)c1cccs1 | i
COc1ccccc1OCC(=O)Nc1oc(-c2ccccc2)c(-c2ccccc2)c1C#N | i
C[C@H]1CN([C@@H](C)CO)C(=O)Cc2cc(NC(=O)Cn3cnnn3)ccc2O[C@H]1CN(C)C(=O)Nc1cccc2ccccc12 | i
C[C@H](CO)N1C[C@H](C)[C@H](CN(C)Cc2ccncc2)Oc2c(NC(=O)Nc3cccc4ccccc34)cccc2C1=O | i
O=C(O)c1ccccc1NS(=O)(=O)c1cccc(C(=O)N2CCCc3ccccc32)c1 | i
C[C@H]1CN([C@@H](C)CO)C(=O)c2cc(NS(=O)(=O)c3cn(C)cn3)ccc2O[C@H]1CN(C)Cc1ccccc1 | i
C[C@@H]1CN([C@@H](C)CO)C(=O)Cc2cc(NC(=O)Cc3ccccc3)ccc2O[C@H]1CN(C)C(=O)Nc1ccc2c(c1)OCO2 | i
C[C@@H]1CN([C@H](C)CO)C(=O)c2cc(N(C)C)ccc2O[C@@H](C)CCCCO[C@@H]1CN(C)Cc1ccncc1 | i
O=C(O)CSc1nc2ccccc2n1CC(=O)O | i
C[C@H]1CN([C@@H](C)CO)C(=O)c2cccc(NC(=O)Nc3cccc4ccccc34)c2O[C@H]1CN(C)Cc1ccc2c(c1)OCO2 | i
C[C@@H]1CN([C@H](C)CO)C(=O)c2cc(NS(=O)(=O)c3cn(C)cn3)ccc2O[C@@H](C)CCCCO[C@H]1CN(C)C | i
C[C@@H]1C=C(C(=O)NCc2ccccc2)O[C@H](OCc2ccc(CO)cc2)C1 | i
O=C(COc1ccc(Br)cc1CO)Nc1ccccc1 | i
CCO[C@H]1OC(C(=O)NC2CC2)=C[C@@H](c2coc3ccccc3c2=O)[C@@H]1CCCO | i
C[C@@H]1CN([C@H](C)CO)C(=O)Cc2cc(NC(=O)Cc3cn(C)c4ccccc34)ccc2O[C@H]1CN(C)Cc1ccc(C(=O)O)cc1 | i
C[C@H]1CN([C@@H](C)CO)C(=O)c2cccc(NS(C)(=O)=O)c2O[C@@H]1CN(C)Cc1ccc2c(c1)OCO2 | i
COc1ccc2nc(NCc3ccc(OC)c(OC)c3OC)sc2c1 | i
C[C@@H]1CN([C@@H](C)CO)C(=O)c2cccc(NS(=O)(=O)c3ccc(F)cc3)c2O[C@@H]1CN(C)Cc1ccc(C(F)(F)F)cc1 | i
Cc1cc(C)nc(SCC(=O)Nc2ccc(N3CCOCC3)cc2)n1 | i
COc1cc([C@@H](O)[C@@H](CO[C@@H]2O[C@H](CO)[C@@H](O)[C@H](O)[C@H]2O)Oc2ccc(/C=C/CO)cc2OC)ccc1O | i

A second format for some results above.
C[C@@H]1C=C(C(=O)NCc2ccccc2)O[C@H](OCc2ccc(CO)cc2)C1
  NFkB binder: i
O=C(COc1ccc(Br)cc1CO)Nc1ccccc1
  NFkB binder: i
CCO[C@H]1OC(C(=O)NC2CC2)=C[C@@H](c2coc3ccccc3c2=O)[C@@H]1CCCO
  NFkB binder: i
C[C@@H]1CN([C@H](C)CO)C(=O)Cc2cc(NC(=O)Cc3cn(C)c4ccccc34)ccc2O[C@H]1CN(C)Cc1ccc(C(=O)O)cc1
  NFkB binder: i

Other records
canonical_smiles | NFkB binder
COc1ccc(CN(C)C[C@H]2Oc3ccc(NC(=O)c4ccncc4)cc3C(=O)N([C@@H](C)CO)C[C@@H]2C)cc1 | i
COc1cc2c(c(OC)c1OC)c(=O)c1ccccc1n2C | i
C[C@@H]1CN([C@@H](C)CO)C(=O)c2cc(NS(=O)(=O)c3ccccc3)ccc2O[C@@H](C)CCCCO[C@@H]1CN(C)Cc1ccncc1 | i
O=C(O)C1=C[C@@H](C2CCCC2)C[C@@H](OCCCCO)O1 | i
COCCNc1ncnc2c1cnn2-c1cccc(C)c1 | i
C[C@H](CO)N1C[C@H](C)[C@@H](CN(C)C)OCCCC[C@H](C)Oc2ccc(NC(=O)CCC(F)(F)F)cc2C1=O | i
C[C@H]1CN([C@@H](C)CO)C(=O)c2cc(NC(=O)C3CC3)ccc2O[C@@H]1CN(C)Cc1ccncc1 | i
C[C@@H]1CN([C@@H](C)CO)C(=O)Cc2cc(NS(C)(=O)=O)ccc2O[C@@H]1CN(C)C(=O)NC1CCCCC1 | i
COc1cccc(CN(C)C[C@H]2OCc3cn(nn3)CCCC(=O)N([C@H](C)CO)C[C@@H]2C)c1 | i
C[C@@H]1CCCCO[C@@H](CN(C)Cc2ccc(C(F)(F)F)cc2)[C@@H](C)CN([C@H](C)CO)C(=O)c2cc(NC(=O)NC3CCCCC3)ccc2O1 | i
C[C@@H]1CCCCO[C@H](CN(C)C(=O)Nc2cccc3ccccc23)[C@@H](C)CN([C@@H](C)CO)C(=O)c2cc(N(C)C)ccc2O1 | i
CC(C)NC(=O)N(C)C[C@@H]1Oc2ccc(NC(=O)CCN3CCOCC3)cc2C(=O)N([C@@H](C)CO)C[C@@H]1C | i
CNC[C@@H]1Oc2c(NC(=O)Nc3ccc(C(F)(F)F)cc3)cccc2C(=O)N([C@H](C)CO)C[C@H]1C | i
Cc1cccnc1NC(=S)NC(=O)c1cncc(Br)c1 | i

Only part of the results is shown. The share of hits here may be higher or lower than overall.
